CHO-K1 Ca PAM: nonselective calcium activators in parental CHO-K1 cells, primary screen, counter-screen for M1 PAM project, cell-based, Fluo-8 calcium fluorescence, full deck, 1536-well | ATP EC20; 0% at ATP EC20, 100% at ATP max | activation, % at 3 µM | hit rate 0.02% among 360,000;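 active means activation above the run cutoff, the mean activation of all test compounds plus 3 SD, cut at about 40% in these data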;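 further: peak over basal fluorescence ratio in a 140 s read after ATP addition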
TAAR1 agonist: human TAAR1 agonists, primary screen, Fluo-8 calcium fluorescence, CHO RD-HGA16 cells | vehicle wells 0%, saturating PEA agonist 100% | activation, % at 3 µM | hit rate 0.99% among 360,000 | AID 624467, 2012;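 active means activation above the mean activation of all test compounds in the run plus 3 SD, cut at about 38% in these data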
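Test system: RD-HGA16 (CHO) cells co-expressing Gα16 and hTAAR1; dosing: one-point dosing at 3 µM (nominal); timing: 17-24 h seeding, 75 min 37 °C dye, 30 min RT; signal: kinetic Fluo-8 calcium fluorescence; read-out basis: % activation relative to PEA EC100 response; controls: DMSO and PEA EC100; replicates: n 1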
M1 ag parental: counter-screen for M1 agonists: effect in parental CHO-K1 cells; hit rate 0.48% among 360,000; Fluo-8 calcium fluorescence; scaled to maximal ATP response, vehicle zero; activation, % at 3 µM; in the data active means activation above about 15%;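 further: untransfected CHO-K1 host cells lacking M1 receptor as counterscreen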
OXTR potentiate: human OXTR potentiators, primary screen, fluorescence, CHO-OTR cells, Fluo-8 calcium; Fluo-8 calcium fluorescence, potentiator mode; 0% = oxytocin EC15, 100% = EC100; hit rate 0.061% among 320,000; activation, % at 3 µM;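 active means activation above that plate's cutoff, the mean activation of tested compounds plus 3 SD, cut at about 6.6% in these data, passing the limit was not always enough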;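 further: 100% uses oxytocin at 75 nM as the full agonist control; some results filed as inactive read as strong as hits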
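Dosing: Single dose, 3.0 µM nominal final compound concentration | Material: Human OTR in CHO cells | Technique: Kinetic Fluo-8 calcium fluorescence | Benchmarks: EC15 oxytocin alone as 0%, 75 nM oxytocin as 100% | Probe or stimulus: Oxytocin at about EC15, sub-maximal agonist stimulus | Incubation: Compound 6 min at room temperature before oxytocin, 100 s read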
CHRM1 agonist: human M1 muscarinic receptor agonists, primary screen, Fluo-8 calcium fluorescence, CHO-K1 cells, HTS. CHO-K1 hM1, agonist mode; 0% DMSO, 100% acetylcholine EC100. AID 588814, 2011. hit rate 0.33% among 360,000. activation, % at 3 µM;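 active means activation above the run's mean compound activation plus 3 SD, cut at about 16% in these data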;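 further: peak over basal fluorescence ratio within a 140 s kinetic read after compound addition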
Target sequence (P11229 whole entry, looked up): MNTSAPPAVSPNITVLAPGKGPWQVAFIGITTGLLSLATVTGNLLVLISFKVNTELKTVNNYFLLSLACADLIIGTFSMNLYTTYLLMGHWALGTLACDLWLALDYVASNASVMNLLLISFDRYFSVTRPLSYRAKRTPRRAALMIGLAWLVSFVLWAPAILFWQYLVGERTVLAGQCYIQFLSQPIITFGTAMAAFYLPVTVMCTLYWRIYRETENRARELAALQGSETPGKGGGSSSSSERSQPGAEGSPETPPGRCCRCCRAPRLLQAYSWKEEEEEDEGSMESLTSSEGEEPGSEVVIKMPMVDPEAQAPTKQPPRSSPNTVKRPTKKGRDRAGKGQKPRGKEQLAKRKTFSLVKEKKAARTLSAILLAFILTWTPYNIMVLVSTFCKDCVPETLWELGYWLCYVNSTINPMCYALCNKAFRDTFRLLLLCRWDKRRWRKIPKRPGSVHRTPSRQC
TAAR1 antag: human TAAR1 antagonists, primary screen, Fluo-8 calcium fluorescence, CHO RD-HGA16 cells; Trace amine-associated receptor 1 (Homo sapiens), Q96RJ0; antagonist; inhibition, % at 3 µM; hit rate 1.5% among 360,000;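 active means inhibition above a per-plate cutoff, the mean inhibition of test compounds on that plate plus 3 SD, cut at about 49% in these data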;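 further: 0% = DMSO plus EC80 beta-PEA response and 100% = DMSO alone without agonist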
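Assay system: CHO-derived RD-HGA16 cells stably expressing human TAAR1 plus Gα16. Timing: 140 s kinetic read after compound, 140 s after agonist. Technique: kinetic Fluo-8 calcium fluorescence measurement. Measure: % inhibition of agonist calcium response.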
V1aR counter: agonists of human V1a receptor, primary screen, counter-screen for OXTR agonist project, fluorescence, CHO-V1R cells. Fluo-8 calcium fluorescence, agonist mode; 0% DMSO, 100% 3 nM vasopressin. activation, % at 3 µM. hit rate 0.25% among 320,000. AID 2797, 2010;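 active means activation above the mean activation of all tested compounds plus 3 SD, per screening run, cut at about 20% in these data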;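 further: signal is peak over basal fluorescence ratio across a 100 second FLIPR read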
Target sequence (P37288 whole entry, looked up): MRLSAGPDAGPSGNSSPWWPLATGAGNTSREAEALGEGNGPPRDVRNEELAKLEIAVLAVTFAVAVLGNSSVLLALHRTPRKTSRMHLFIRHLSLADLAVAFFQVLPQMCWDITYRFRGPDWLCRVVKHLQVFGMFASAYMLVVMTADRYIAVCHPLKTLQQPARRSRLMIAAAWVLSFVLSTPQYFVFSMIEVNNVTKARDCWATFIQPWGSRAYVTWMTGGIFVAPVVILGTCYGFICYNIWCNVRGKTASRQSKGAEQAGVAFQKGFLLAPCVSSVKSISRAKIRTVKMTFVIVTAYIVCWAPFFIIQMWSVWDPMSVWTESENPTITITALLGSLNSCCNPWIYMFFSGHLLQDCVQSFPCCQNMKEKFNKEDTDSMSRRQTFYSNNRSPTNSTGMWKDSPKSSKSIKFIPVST
CHO parental Ca: ATP-evoked calcium signal inhibitors, parental CHO, primary screen, counter-screen for OX1R antagonist project, cell-based, fluorescence, Fluo-8 calcium dye; inhibition, % at 5.6 µM; hit rate 0.63% among 330,000; parental CHO-K1, ATP-induced calcium, Fluo-8 fluorescence; AID 463079, 2010;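 active means inhibition above that plate's mean sample inhibition plus 3 SD, cut at about 26% in these data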;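 further: 0% = ATP-challenged DMSO wells and 100% = DMSO wells without ATP; some compounds past the cut are filed as inactive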
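Assay system: parental CHO cells; Read-out basis: percent inhibition of ATP-evoked calcium rise, normalized to controls; Benchmarks: ATP and no-ATP DMSO wells; Compound dosing: single nominal dose of 5.6 µM per compound; Signal: Fluo-8 calcium dye fluorescence; Also added: ATP as calcium-mobilizing challenge; Repeats: singlicate.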
CHO-K1 Ca antag: nonselective inhibitor or artifact in parental CHO-K1 cells. ATP-induced calcium, Fluo-8 fluorescence. inhibition, % at 3 µM. hit rate 0.6% among 360,000. AID 602250;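 active means inhibition above a per-plate cutoff, the plate's mean sample inhibition plus 3 SD, cut at about 24% in these data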;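 further: 0% = DMSO plus EC80 ATP and 100% = DMSO alone without ATP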
Starred values were filed as active, the others as inactive; . = no result given; & = joins results of further samples.

SMILES	CHO-K1 Ca PAM	TAAR1 agonist	M1 ag parental	OXTR potentiate	CHRM1 agonist	TAAR1 antag	V1aR counter	CHO parental Ca	CHO-K1 Ca antag
COc1ccc(NC(=S)NN(C)C(=S)Nc2ccc(OC)cc2)cc1	21	2	1.7	-7	-7	4	0.7	-15	-15
O=C(CCNC(=O)c1ccc(Cl)cc1)Nc1ccc(Cl)cc1F	-2	10	0.2	1	0	-8	-0.2	-13	8
Cc1ccc(CCNC(=O)C2CCC(=O)N2Cc2cccnc2)cc1 (configuration not stated)	-7	3	-0.1	-3	-6	7	-0.3	-26	19
COc1ccc(-c2sc3ccc(OC)cc3c2C#Cc2cncn2C)cc1	4	8	0.1	1	-3	10	0.1	-30	-13
CN(C)CCCN1C(=O)C(=O)/C(=C(/O)c2ccncc2)C1c1cccnc1 (configuration not stated)	22	-3	2.8	.	-4	12	.	.	-17
CCCCOc1cccc(NC(=O)CSc2nccn2C)c1	-2	6	-0.1	-13	-3	2	-0.1	-12	-7
O=C(c1ccccc1F)N1C(=O)c2cccc3cccc1c23	22	3	0.1	-10	-4	-7	-1.3	-18	-7
CC1CC(C)CN(CCCNC(=O)CCNC(=O)Cn2ccc3ccccc3c2=O)C1 (configuration not stated)	17	2	0.4	-18	-5	-5	-0.1	0	-11
COCCn1c(=O)[nH]c2cc(C(=O)N3CCN(c4ccccc4F)CC3)ccc2c1=O	21	.	1.5	-2	-8	.	0.5	-9	-13
CCN(c1ccccc1)S(=O)(=O)c1ccc(Cl)c(C(=O)Nc2ccncc2)c1	10	3	7.9	.	-3	2	.	.	-8
CCCCCCC1CC(=O)NC(=S)N1 (configuration not stated)	20	6	-0.1	-7	-5	-3	-0.9	2	-6
Cc1cc(C)n2c(SCC(C)C)nnc2n1	10	5	0.9	-8	-6	5	0.3	-13	2
COc1ccc(-c2nnc(NC(=O)c3c(OC)cccc3OC)s2)cc1	12	1	1.6	-8	-2	-1	1.7	-17	-2
CNc1cc(Cl)nc(SC)n1	4	9	0.2	-8	-1	-12	-0.7	17	-3
Cc1[nH]cnc1CSCCN	12	4	0.9	-10	-2	-16	0.7	-7	5
CCc1ccc(NC(=O)[C@H](C)NC(=O)C2CCN(C(=O)[C@@H](N)CC(C)C)CC2)cc1	-3	3	0.2	-11	-5	-1	-0.2	-8	-4
O=C(Nc1ccc(F)cc1)C1CCN(C(=O)c2ccc([N+](=O)[O-])cc2)CC1	14	1	1.6	-7	-8	-4	1.3	2	-7
CCN(CC)c1ccc(/C=C2\CCC(/C=C(/C#N)C(=O)Nc3ccccc3F)=C2N2CCOCC2)cc1	-3	1	0.7	.	-1	5	.	.	-7
O=C(CCS(=O)(=O)c1cccs1)NC1CCCCCC1	17	2	1.1	-3	-5	-7	-0.2	-6	-4
COc1cc2c(cc1OC)CN(CC(=O)Nc1cccc([N+](=O)[O-])c1)CC2	12	0	0.2	-18	-4	-3	0.2	-11	-12
Cc1noc(C)c1NC(=O)Nc1ccc2c(c1)C(=O)N([C@H](C)CO)C[C@H](C)[C@@H](CN(C)C(=O)Nc1ccccc1)O2	17	2	0.8	-2	0	4	2.0	-10	-25
O=C(Nc1cccc(-c2nc3ccccc3s2)c1)c1cc(-n2cnnc2)ccc1Cl	7	.	2.4	-14	-7	.	3.7	-9	1
Clc1ccc2nc(-c3ccc4c(c3)OCO4)cn2c1	13	1	-0.5	-4	-8	-7	-1.1	-7	-14
CCC1CCCCN1C(=O)CSc1nnc(-c2ccc3c(c2)OCCO3)o1 (configuration not stated)	4	12	1.7	-8	-2	-2	2.2	-26	-6
CCN1CCN(C(=O)/C(C#N)=C/c2ccc(OC(F)F)cc2)CC1	5	0	-0.4	5	-3	29	-0.6	15	-2
Cc1nnc(SCC(=O)N2CCC(c3noc4ccc(F)cc34)CC2)s1	16	5	1.6	-7	-7	-4	1.1	-10	-6
CCCCn1c(NC(=O)CC)c(C#N)c2nc3ccccc3nc21	7	2	-0.2	0	0	-10	0.5	-19	0
COc1cccc(C(=O)COC(=O)CCC(=O)c2ccccc2)c1	0	0	0.2	-3	-2	-27	-0.1	-2	-16
Cc1cc(C)n2nc(/C(C#N)=C/c3ccccc3)c(C#N)c2n1	18	8	1.0	.	-6	5	.	.	-1
Brc1cccc(CSc2nnc(-c3ccncc3)o2)c1	15	0	0.9	5	-7	-5	-0.2	-16	-15
C(#CCN1CCCC1)CC(c1ccccc1)c1ccccc1	3	27	7.0	-13	-13	-11	6.4	-17	-8
Cc1c(OCC(=O)NCC2CCC(C(=O)O)CC2)ccc2c(-c3ccccc3)cc(=O)oc12 (configuration not stated)	4	2	0.5	3	-4	-8	-0.1	-9	-6
N#C/C(=C\c1ccc([N+](=O)[O-])cc1)C(=O)Nc1ccccc1O	18	3	0.7	-14	-4	-14	0.6	0	1
S=C(NCCCN1CCOCC1)N1CCN(c2nc(-c3ccccc3)cs2)CC1	-5	12	6.3	-10	-4	12	11	0	1
CCNS(=O)(=O)c1ccc(S(=O)(=O)N(Cc2ccccn2)C2CCCCC2)cc1	7	19	0.1	-12	-1	-8	1.1	-22	-2
Cc1ccccc1CN1CCN(C(=O)c2ccco2)CC1	0	2	-0.2	-6	-8	0	0.0	3	-8
Cc1ccc(C(=O)NCCC(=O)N2CCC3(CC2)NCCc2[nH]cnc23)cc1C	13	5	0.3	-6	-5	-17	-0.3	-4	-11
COC(C(=O)Nc1ccc(S(=O)(=O)Nc2ccc(F)cc2)cc1)c1ccccc1 (configuration not stated)	37	56*	10	-10	18*	37	16	8	-1
Cc1cccc(N2CCN(C(=O)C(NS(=O)(=O)c3cccs3)c3ccccc3)CC2)c1C (configuration not stated)	21	6	0.0	-8	0	3	0.9	-21	-26
COc1ccc(-c2c(C)nn(-c3ccccc3)c2NC(C)=O)cc1OC	-6	1	0.5	-5	-2	-20	0.9	-6	-9
Cc1nn(C)cc1/C=C/C(=O)c1ccccc1	-9	2	0.5	-7	-2	-7	-0.4	-3	-13
Cc1sc(NC(=O)C2C3CCC(O3)C2C(=O)O)nc1-c1ccc(CC(C)C)cc1 (configuration not stated)	14	-2	-0.1	-3	-7	-18	-1.5	-3	-4
COc1ccc(C(=O)COC(=O)CCNS(=O)(=O)c2ccccc2)cc1Br	12	4	4.2	-5	-2	-4	4.4	-7	-15
Nc1ccc(C(=O)O)cc1	5&-6&6	2&1&1	-0.3&0.2&-0.1	-6&-5&-3	0&-4&-2	-15&6&5	0.9&1.3&-0.1	-4&-1&4	-8&-1&-1
N#Cc1ccc(NC(=O)COC(=O)CCNS(=O)(=O)c2ccccc2)cc1	17	4	3.0	-6	-4	-2	4.0	1	-6

A different layout for part of the listing above.
Under each structure – CHO-K1 Ca PAM, TAAR1 agonist, M1 ag parental, OXTR potentiate, CHRM1 agonist, TAAR1 antag, V1aR counter, CHO parental Ca, CHO-K1 Ca antag
CCNS(=O)(=O)c1ccc(S(=O)(=O)N(Cc2ccccn2)C2CCCCC2)cc1
    7, 19, 0.1, -12, -1, -8, 1.1, -22, -2
Cc1cccc(N2CCN(C(=O)C(NS(=O)(=O)c3cccs3)c3ccccc3)CC2)c1C (configuration not stated)
    21, 6, 0.0, -8, 0, 3, 0.9, -21, -26

Later entries:
SMILES	CHO-K1 Ca PAM	TAAR1 agonist	M1 ag parental	OXTR potentiate	CHRM1 agonist	TAAR1 antag	V1aR counter	CHO parental Ca	CHO-K1 Ca antag
NC(=O)c1ccc[n+](CC(=O)c2ccccc2)c1	16	2	0.1	1	-5	-25	0.2	-6	-3
Clc1ccccc1-c1nnc2n1CCCCC2	-2	1	0.1	3	-5	-11	-0.1	0	-9
COC(=O)CSc1nc2ncccc2[nH]1	15	3	1.2	6	-5	-1	0.3	0	-11
COc1ccccc1N1CCN(C(=O)COc2cc(C)cc3oc(=O)cc(C)c23)CC1	-5	5	0.8	-5	0	-22	1.1	-17	-4
O=C(CCC(=O)OCc1ccc([N+](=O)[O-])cc1)Nc1ccc(F)cc1	4	4	0.2	-3	-6	-31	0.2	6	14
O=C(Nc1cccnc1)c1ccc(Cl)c(S(=O)(=O)N2CCCCCC2)c1	-1	22	9.6	-4	-2	38	4.4	-11	-15
O=C(O)Cc1sc(Nc2cccc3ccccc23)nc1-c1ccc(Cl)cc1	6	4	2.8	-3	-3	-12	-1.0	-2	-8
Cn1nc(C(=O)OCC(=O)Nc2ccc(Cl)cc2Cl)c2ccccc2c1=O	14	7	-0.2	-5	1	-2	1.1	-9	-4
CCc1nnc(NC(=O)c2ncc(Cl)c(Cl)c2Cl)s1	4	0	0.5	2	-2	-29	0.1	-11	1
O=C1C=C(N2CCOCC2)CO1	4	6	0.7	-8	-4	3	0.1	-3	-10
COc1ccc(C2C3=C(CC(C)(C)CC3=O)Nc3nc(C)nn32)cc1OC (configuration not stated)	-24	1	-0.5	-1	-3	-5	1.4	-4	6
Cc1sc2nnn(CC(=O)N3CCN(C(=O)c4ccco4)CC3)c(=O)c2c1C	2	6	-0.2	-7	-1	-6	-1.1	-12	0
Cc1cc(-n2c(C)cc(C(=O)COc3cc(F)ccc3[N+](=O)[O-])c2C)no1	8	18	1.8	-7	-3	-2	0.4	-13	-11
COc1ccc(NC(=O)CSc2nc(C)cs2)cc1	-8	0	0.4	3	-10	18	-0.1	-1	-2
CCOc1ccc(/C(O)=C2/C(=O)C(=O)N(CCCN3CCOCC3)C2c2ccc(F)cc2)cc1C (configuration not stated)	-10	0	-0.6	-11	-3	3	0.8	-17	-10
CCN1C(=NCc2ccco2)N[C@@H](c2cccc(F)c2)C(C(=O)OC)=C1C	5	0	0.0	-12	-14	4	0.6	-7	-9
O=C(c1ccc(Br)cc1)c1cc(-c2ccccn2)c(N2CCOCC2)s1	9	2	0.8	-1	-5	-4	0.6	-11	-3
Cc1cccc2[nH]c(SCC(=O)N3CCOCC3)nc12	6	6	0.0	0	-5	-3	-0.5	-7	-2
COc1cccc(/C=C2\SC(=S)N(c3cccnc3)C2=O)c1OC	-7	4	3.5	-5	-2	-11	0.7	-13	5
CC[C@H](C)/C=C/C1=CC2=C(Cl)C(=O)[C@@]3(C)OC(=O)C(C(=O)[C@H](C)[C@@H](C)O)=C3C2=CO1	15	.	0.4	4	1	.	2.0	-9	-12

High-throughput results as filed in PubChem BioAssay.
